Shn3 3UTR inh: Schnurri-3 reporter inhibition in Clone20 osteoblasts; Clone20 osteoblast Shn3 3'UTR firefly luciferase, 24 h; inhibition, % at 12.5 µM; AID 588674; hit rate 0.52% among 360,000;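 active = mean inhibition of at least 75% with every replicate also reaching 75%; inconclusive = mean inhibition at least 75% but some replicate below; inactive = mean inhibition below 75%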;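 also: 0% = median of neutral control wells and 100% = pilot-screen positive control compound; some compounds past the cut are filed as inactive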
PDI turbidity: PDI (human) enzyme inhibition; PDI insulin aggregation turbidity, A650, 90 min; inhibition, % at 10 µM; hit rate 0.052% among 350,000; AID 588391;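 active = mean inhibition across replicates of 30% or more, whatever share of single replicates reach that level; inconclusive = mean inhibition below 30% while every single replicate reaches 30%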;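 also: absorbance from insulin aggregation driven by PDI reduction with DTT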
Target sequence (P07237 whole entry, looked up): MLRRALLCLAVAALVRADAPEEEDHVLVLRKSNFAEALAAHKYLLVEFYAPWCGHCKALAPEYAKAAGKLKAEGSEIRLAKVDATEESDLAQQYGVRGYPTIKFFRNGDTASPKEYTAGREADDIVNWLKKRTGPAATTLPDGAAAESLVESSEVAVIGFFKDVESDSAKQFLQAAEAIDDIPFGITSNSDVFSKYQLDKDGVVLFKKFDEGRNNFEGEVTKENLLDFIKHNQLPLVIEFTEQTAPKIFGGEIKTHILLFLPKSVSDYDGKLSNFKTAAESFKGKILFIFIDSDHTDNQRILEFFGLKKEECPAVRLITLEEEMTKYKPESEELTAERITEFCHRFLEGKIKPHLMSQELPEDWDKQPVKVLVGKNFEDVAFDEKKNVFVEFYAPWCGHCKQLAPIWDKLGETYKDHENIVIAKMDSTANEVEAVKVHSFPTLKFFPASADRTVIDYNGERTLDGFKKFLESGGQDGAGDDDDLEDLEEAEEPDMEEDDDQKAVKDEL
NR2E3 ag-1: NR2E3 (human) agonism. hit rate 0.12% among 320,000. Q9Y5X4. GST-NR2E3/biotin-RetCOR TR-FRET, 1536-well. AID 2300. inhibition of corepressor binding, % at 4.78 µM;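 active = percent inhibition above the cutoff of mean plus 3 SD of all tested compounds, set per screening campaign, cut at about 20% in these data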;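 also: 0% = DMSO wells and 100% = biotin wells as full block of FRET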
Target sequence (Q9Y5X4 whole entry, looked up): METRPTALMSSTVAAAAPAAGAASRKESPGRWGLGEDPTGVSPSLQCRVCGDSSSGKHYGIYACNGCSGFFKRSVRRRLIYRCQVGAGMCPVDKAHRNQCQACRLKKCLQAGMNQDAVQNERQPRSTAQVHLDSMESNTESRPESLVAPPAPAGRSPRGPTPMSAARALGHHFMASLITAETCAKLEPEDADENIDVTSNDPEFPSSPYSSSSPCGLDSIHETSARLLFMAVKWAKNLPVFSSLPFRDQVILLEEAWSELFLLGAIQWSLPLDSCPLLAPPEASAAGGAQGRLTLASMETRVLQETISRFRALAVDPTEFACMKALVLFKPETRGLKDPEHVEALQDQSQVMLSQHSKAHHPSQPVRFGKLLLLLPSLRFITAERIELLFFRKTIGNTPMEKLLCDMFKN
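Material: NR2E3–RetCOR corepressor complex / Amount: 1.35 nM GST-NR2E3 / Medium: Tris pH 7.5 / Compound: single nominal compound dose of 4.8 µM / Incubation: 5 h at 4 °C / Technique: TR-FRET, Eu(K)-anti-GST donor, streptavidin-D2 acceptor, ex 340, em 617/671 nm / Read-out basis: percent loss of FRET ratio relative to control wells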
Peg3 prom inh: Peg3 promoter activity inhibition | AID 588405 | inhibition, % at 20 µM | HeLa PEG-Prom luciferase reporter, luminescence, overnight | hit rate 1.7% among 360,000;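 active = inhibition of at least 50% at 20 µM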
HIF-2a inh: inhibitors of HIF-2a | AID 624352 | 786-0 RCC cells HIF-2a reporter, luciferase luminescence, overnight | hit rate 0.72% among 360,000 | inhibition, % at 18.8 µM;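 active = inhibition of the luminescence signal of 40% or more relative to plate controls, in a single-dose primary screen at 18.75 µM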
Vif imaging: inhibitors of HIV Vif; inhibition, % at 7.49 µM; hit rate 0.35% among 340,000; HEK293T cells, Vif self-association by quenched fluorescence, imaging, 24 h; AID 602346; in the data active = inhibition above about 50%, passing the limit was not always enough; inconclusive = no clear call, values can overlap the other calls; inactive = below about 31%; also: some results filed as inactive read as strong as hits
KKLEB tox: CF airway cell cytotoxicity counter-screen. KKLEB CF airway cells viability, ATPlite luminescence, overnight; hits give low values; cells stimulated with P. aeruginosa culture filtrate. activity change (cytotoxicity), % at 5 µM. hit rate 0.36% among 360,000;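 active = corrected activity change at or below -50% at 5 µM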
CaV13 FRET inh: Disruptors of the CACNA1D IQ motif to Ca2+-dependent inactivation inhibitor domain association, primary screening, Förster resonance energy transfer in intact living …; hit rate 0.098% among 340,000; HEK cells, CFP/YFP FRET ICDI-IQ, plate reader, 10 min; percent FRET-ratio fall versus neutral wells; AID 743397; inhibition, % at 12.3 µM;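 active = mean replicate inhibition of at least 30% and at least 1% of replicates passing that level; inconclusive = only one of the two criteria is met; inactive = neither criterion is met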;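 also: 0% = median of the neutral control wells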
TRPM1 prom inh: MITF TRPM1 promoter inhibition in SK-MEL-5 cells. hit rate 0.83% among 330,000. SK-MEL-5 TRPM1 promoter luciferase, 24 h. inhibition, % at 12.5 µM;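 active = mean inhibition across replicates of 60% or more, whatever share of single replicates reaches that level; inconclusive = some that reach 60%, reason not given; inactive = mean inhibition across replicates below 60%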; also: values of inactives mirror those of a sister screen read the other way
NR2E3 ag-2: human photoreceptor-specific nuclear receptor agonism; CHO-S Gal4-NCOR/VP16-NR2E3 two-hybrid, luciferase; inhibition of corepressor binding, % at 3.98 µM; hit rate 0.35% among 360,000; AID 602229;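 active = inhibition above the mean of all tested compounds plus 3 SD, cut at about 70% in these data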;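 also: 0% = DMSO with NR2E3 transfected cells and 100% = cells lacking NR2E3 construct; higher means lower luciferase signal from less NR2E3 corepressor binding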
CF NFkB block: cystic fibrosis NF-kB activation inhibition | AID 588850 | KKLEB NF-kB-GFP reporter, PAF-induced, GFP fluorescence overnight | hit rate 0.86% among 360,000 | inhibition, % at 5 µM;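 active = at least 50% inhibition at 5 µM, scaled per plate between neutral and stimulator controls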;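 also: PAF is a Pseudomonas aeruginosa culture filtrate used as stimulus; plate controls were PAF-stimulated DMSO wells for no effect and unstimulated DMSO wells for full effect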
* = called active by the depositor; ? = inconclusive; / = no result given. Compounds as they come. Share with any hit: about 3.3%.

SMILES	Shn3 3UTR inh	PDI turbidity	NR2E3 ag-1	Peg3 prom inh	HIF-2a inh	Vif imaging	KKLEB tox	CaV13 FRET inh	TRPM1 prom inh	NR2E3 ag-2	CF NFkB block
COc1ccc(C(=O)Nc2ccc3ccccc3c2)cc1OC	-126	5	3	-322	-278	-1	-2	-20	-66	-139	-7
O=C(Nc1nc2c(s1)CCCC2)c1ccc(N2C(=O)CCC2=O)cc1	-58	8	2	-68	-172	1	-8	/	-32	-89	12
CC(=O)c1cccc(NC(=O)C2CCN(S(=O)(=O)c3ccccc3)CC2)c1	2	-2	1	-8	13	-5	4	-9	-7	-8	-6
COc1ccc(-n2nc3c(c2NC(=O)COc2ccccc2OC)CS(=O)(=O)C3)cc1	-19	0	/	8	7	3	-10	8	/	24	10
NC(=O)c1ccsc1NC(=O)COC(=O)c1ccncc1	-7	-6	/	3	6	2	-2	-7	-9	-25	25
CN=C(Nc1cccc(Cl)c1)SC1CC(=O)N(c2ccc(OC)cc2)C1=O (stereo not drawn)	-1	-2	2	19	13	0	8	-4	6	-27	-14
CSc1ccc(CN(C)CC(=O)N(C)CC(=O)Nc2ccccc2Br)cc1	15	-3	3	8	12	-4	9	-4	3	22	-8
COc1ccc(C2N=C(N)N=C(N)N2c2ccccc2OC)cc1OC (stereo not drawn)	0	-1	3	0	6	-1	3	-5	2	5	1
C=C(C)n1c(=O)n(Cc2ccc(C)cc2)c2ccccc21	8	-6	3	23	10	69*	-3	-3	3	2	18
COc1ccc(S(=O)(=O)CCC(=O)NCCc2ccc(C)cc2)cc1	18	-7	0	1	8	6	1	-9	4	9	-4
Cc1ccc(OC(C)C(=O)N2CCCc3ccccc32)cc1 (stereo not drawn)	4	5	0	7	-10	/	3	-4	-6	-1	2
Cc1ccc(C2(C)NC(=O)N(CC(=O)N3CCN(S(=O)(=O)c4ccccc4[N+](=O)[O-])CC3)C2=O)cc1 (stereo not drawn)	-6	2	/	-19	7	-3	2	-6	/	-7	8
S=C(NCCc1cccc(Cl)c1)NCc1ccccc1	-1	3	/	-69	-42	-2	3	/	3	-19	-11
Cc1cccc(N(CC(=O)NCc2ccco2)C(=O)CCC(=O)Nc2ccccn2)c1C	-10	-4	1	2	14	4	-7	-5	1	-17	-5
Cc1ccc(SCc2ccc(C(=O)N3CCCCC3)cc2)cc1	-30	-2	1	-110	-196	-7	-11	-4	-18	-48	15
O=C1Nc2ccccc2/C1=C/c1ccccc1F	-12	-6	-1	-37	-64	-2	14	-18	-4	-23	-15
CC(=O)Nc1ccc(-c2cc(NC(C)=O)n(-c3ccccc3)n2)cc1	11	5	6	0	2	-1	3	-6	7	-32	10
COC(=O)c1ccc(CNC(=O)C2CCC(=O)N(Cc3cccc(F)c3)C2)cc1 (stereo not drawn)	-10	7	2	-17	-3	-1	-12	-6	0	-9	12
CC(C)=NOc1cc(NC(=O)CCl)cc([N+](=O)[O-])c1	74	9	-1	110*	44*	0	-57*	-6	87*	-8	79*
CC(O)c1cccc(NC(=O)Nc2cccc(NC(=O)Nc3cccc(C(C)O)c3)c2)c1 (stereo not drawn)	1	3	/	17	5	/	1	-2	4	7	-7
COc1ccc2c(c1)c1nc3n(c(=O)c1n2CC(=O)Nc1ccccc1)CCS3	-5	-1	2	-1	5	-7	-8	-3	19	-24	-4
O=C(NCCc1cccc(C(F)(F)F)c1)C1CCC(=O)N(CCc2cccc(F)c2)C1 (stereo not drawn)	-2	16	0	-19	-37	-3	5	-6	-16	-2	-8
CCCN(CCC)C(=O)C1CCCN1S(=O)(=O)c1cccc2nsnc12 (stereo not drawn)	11	-1	3	6	3	9	-4	-6	4	-8	-9
CCOC(=O)CN1C(=O)N[C@@H](CCc2ccccc2)C(C(=O)OC)=C1C	11	-1	3	8	5	?	-3	-12	-13	-1	5
COc1ccc(CNCCC2(O)CC(C)N(C)CC2C)cc1OC (stereo not drawn)	25	7	-3	-10	13	0	1	-1	7	9	2
Nc1c(C(=O)NCc2ccccc2)sc2nc3c(cc12)C(=O)CCC3	-14	0	2	-36	-109	2	1	-6	-32	-25	-10
Cc1cccc(NC(=O)c2cccc(NC(=O)c3ccccc3)c2)n1	-11	-1	-2	-4	-33	-1	-3	-8	-20	-6	0
O=C(COc1ccc(S(=O)(=O)NC2CCCCC2)cc1)NC1CCCC1	6	-3	2	6	12	16	-7	-4	16	-3	10
O=C(COC(=O)c1ccc2c(c1)OCCO2)NCc1ccccc1	-2	1	0	-5	-7	/	-6	-6	4	-7	6
COC(C[C@@H](O)C[C@H](O)COCc1ccccc1)OC	-30	-2	/	-3	6	-2	-6	-11	0	5	0
O=C(NCc1ccc2c(c1)OCO2)C1CCN(S(=O)(=O)N2CCOCC2)CC1	-7	-2	6	-1	9	-18	-21	-3	-5	-7	18
Cc1ccc2nc(-c3ccccc3)c(Cc3cccc(Cl)c3)n2c1	-9	/	/	-187	-203	/	-9	-3	/	-75	-25
Cc1ccc(S(=O)(=O)N2CCN(C(=O)CN3CCCCC3)C2C(C)C)cc1 (stereo not drawn)	4	-2	3	6	4	7	16	-4	11	-35	-6
Cc1nc2c(-c3ccc(F)cc3)c(C)nn2c(C)c1CCC(=O)N1CCC(Cc2ccccc2)CC1	-1	-7	3	19	20	-6	-21	-6	/	-1	10
Cc1nn(-c2ccccc2)c(Cl)c1/C=N/NC(=O)c1nn(C)cc1[N+](=O)[O-]	-12	-6	2	-116	-81	-4	-2	-7	-3	-22	52*
CC(=O)N1CCC(N(CCCOC(C)C)C(=O)Nc2ccc(Cl)cc2)CC1	4	3	3	-12	-6	9	-10	-5	1	-6	5
CCN(CC)S(=O)(=O)c1ccc(N2CCOCC2)c(NC(=O)C2CSC3(C)CCC(=O)N23)c1 (stereo not drawn)	1	6	0	-14	16	10	-1	-10	11	-31	5
CCC1=C(OC(=O)N(CC)CC)N2C(=O)OC(=NCC3CC3)[C@]2(C)[C@H]2C1=CC[C@H]1C(=O)NC(=O)[C@H]12	4	15	-1	-5	0	-3	7	-5	3	0	2
Cc1ccc(S(=O)(=O)N2CCN(CC(=O)N/N=C\c3cccnc3)CC2)cc1	15	4	-3	-7	16	0	1	-15	-4	4	22
COc1ccc(NC(=S)Nc2ccc(F)cc2)cc1	-2	0	0	-8	-32	15	6	-2	6	-30	0
CCCc1c(C(=O)N/N=C/c2cccc(OCc3ccc(F)cc3)c2)nnn1-c1nonc1N	26	7	4	-27	-34	-2	-11	-7	3	-5	6
Cc1ccc(NC(=O)C2CCN(S(C)(=O)=O)CC2)c(C)c1	-15	-9	/	1	4	3	-5	-5	-10	23	-32
Cc1cc(C)n(C(=O)c2ccc(C)c(S(=O)(=O)N3CCCC3)c2)n1	-2	-2	-1	18	2	0	10	-6	-1	-5	-5
Cc1[nH]n(-c2ccccc2)c(=O)c1N=Nc1ccc(C(N)=O)cc1	8	22	3	8	-15	-3	1	-3	-12	-7	-4
COC(=O)CSc1nnc(CCc2nc3ccccc3[nH]2)n1C	-31	-1	-1	23	1	0	6	-4	4	-5	-11
CCOc1ccc(-c2[nH]ncc2-c2csc(C)n2)c(O)c1	14	6	-3	17	12	-3	-4	6	15	6	17
CC(C)OCCCNC(=O)COCC(=O)Nc1ccc(OCCc2ccccc2)cc1	18	-1	3	8	-35	-27	-1	-2	12	-12	-14
Cc1ccsc1C(=O)OCC(=O)NC1CCCC(C)C1C (stereo not drawn)	-20	-6	/	-49	1	7	4	-6	-5	-18	16
COc1ccc(C2/C(=C(/O)c3ccc4c(c3)CC(C)O4)C(=O)C(=O)N2Cc2cccnc2)cc1 (stereo not drawn)	-13	-4	8	3	-6	-1	-2	-14	-3	11	-5
CCc1ccc(NC(=S)N2CCN(c3cccc(OC)c3)CC2)cc1	26	-8	-1	20	1	-4	-1	-5	1	10	11
Other structures:
SMILES	Shn3 3UTR inh	PDI turbidity	NR2E3 ag-1	Peg3 prom inh	HIF-2a inh	Vif imaging	KKLEB tox	CaV13 FRET inh	TRPM1 prom inh	NR2E3 ag-2	CF NFkB block
N#Cc1ccc(NC(=O)NN2CCCCCC2)cc1	20	14	/	-13	-75	6	30	-7	-10	4	-6
Nc1ccn([C@@H]2O[C@H](C(=O)N3CCSC3)[C@@H](O)[C@H]2O)c(=O)n1	-1	/	/	12	16	/	-10	/	/	10	0
CC1=NN(C(N)=S)C(=O)C1N=Nc1cccc(Cl)c1 (stereo not drawn)	6	-4	-4	-264	-182	-16	-10	-4	-19	22	-21
CC(C)/C=C/C(=O)N1CCCC(N2CCN(c3ccccc3F)CC2)C1 (stereo not drawn)	-1	2	4	-4	-1	-5	16	-4	-6	-9	-11
N#C/C(=C\c1ccccc1)C(=O)NNS(=O)(=O)c1ccc(Br)cc1	-14	15	/	13	11	25	13	-7	-5	-15	1
C/C(=N\O)c1ccn(S(=O)(=O)c2ccc(Cl)cc2)c1	11	-3	-1	-4	25	-1	-7	-21	-6	-12	7
COc1ccccc1CNc1ncnc2c1nnn2Cc1ccccc1	27	0	0	11	20	/	-2	-5	3	-14	5
N#C/C(=C\c1ccccc1)C(=O)N(c1ccccn1)C1CCCCC1	13	-7	1	22	45*	-5	-3	-3	13	-15	1
COc1ccc2cc(C(=O)C3CCCN(C(=O)c4cncs4)C3)ccc2c1 (stereo not drawn)	-5	-8	2	-7	-23	-2	2	-6	7	6	-1
Cc1ccccc1NC(=O)CSc1ccc2nnc(-c3ccccn3)n2n1	-25	-2	4	9	10	2	-3	/	13	-8	-1
O=C(O)c1cccc(Nc2cc(Cl)c3nonc3c2[N+](=O)[O-])c1	3	8	-3	19	9	9	-7	-3	-16	3	5
Cc1ccc(NC(=O)CN2CCCC2c2cccn2C)c(Br)c1 (stereo not drawn)	-52	1	/	-212	-233	4	0	-2	-106	-33	0
CN(C)CCN1C(=O)c2oc3ccccc3c(=O)c2C1c1ccc(F)cc1 (stereo not drawn)	-17	1	-1	1	8	0	11	-8	-8	-19	8
CC1(C)CC(=O)C2=C(C1)OC(N)=C([N+](=O)[O-])C2c1ccc(C#N)s1 (stereo not drawn)	-7	-4	0	-1	4	-2	-3	-13	-1	12	-14
Cc1ccc(C)c(-c2cc(C(=O)Nc3sc(C)c(C)c3C(N)=O)c3ccccc3n2)c1	16	15	1	45	-2	-13	-11	-8	14	-18	-15
Cc1ccc(S(=O)(=O)c2nc(Nc3nccs3)sc2Cl)cc1	7	14	1	15	15	-13	-24	/	12	13	12

Source: PubChem BioAssay
